F508del corr: F508del CFTR correction, initial screen, CFBE line, single point; CFBE cells, YFP halide quenching; stimulated with forskolin plus potentiator P3; % fluorescence drop versus neutral controls; activity (quench increase), % at 7.58 µM; 0.36% of 350,000 active; AID 720511, 2013;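 active means mean added fluorescence quench of at least 8% versus neutral control, with both replicates also reaching 8%; inconclusive means only one of the mean or replicate conditions met; inactive means mean below 8% and not both replicates reaching 8%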;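 further: cells transiently co-express mutant CFTR-F508del with the halide-sensitive YFP; corrector assay measuring rescue of mutant channel to the surface after 24 h compound exposure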
ARNT-TACC3 inh: disruptors of ARNT/TACC3 protein interaction, primary screen, biochemical, AlphaScreen, single concentration; AlphaScreen His-ARNT PAS-B/GST-TACC3 binding, luminescence; TACC3 fragment carries E629A point mutation; inhibition, % at 9.99 µM; 0.66% of 390,000 active;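 active means mean inhibition of replicates at least 50% and at least half of replicates each reaching 50%; inconclusive means half or more replicates reach 50% but mean below 50%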;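 further: 0% = complete ARNT plus TACC3 wells and 100% = ARNT alone without TACC3; many hits fall short of the cut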
GSIS activator: GLuc luminescence reporter in INS-1E cells, primary screen for activators of glucose-dependent secretion of insulin; AID 743287, 2014; 0.61% of 370,000 active; INS-1E GLuc reporter insulin secretion, 2-3 h; activation, % at 16.6 µM;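 active means lowest replicate activation of at least 40%, so every replicate reaches that level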;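 further: 0% = median of neutral control wells and 100% = median of IBMX positive control wells; some compounds called inactive have numbers as strong as hits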
Xi reactivation: activators of inactive X chromosome reactivation, primary screen, imaging, XiGFP fibroblasts, GFP high-content imaging, set 2. XiGFP mouse fibroblasts, % GFP-positive cells imaging, 3 d; cells co-treated with 5-aza-dC sensitizer; scaled so ellipticine positive control = 100%. activation, % at 7.58 µM. 0.055% of 360,000 active. AID 743238, 2013;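 active means mean normalized replicate activation at least 10% and every replicate at or above 10%; inconclusive means only one of the two criteria met; inactive means mean below 10% and not all replicates reach 10%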;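 further: 0% = median of on-plate neutral control wells and 100% = ellipticine 6 µM median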
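System: SV40-immortalized XiGFP fibroblast cells, line 68-5-11 / Incubation: 3-day compound exposure, then 15 min fixation at room temperature / Compound: single concentration per compound, delivered by pin transfer / Buffer or medium: DMEM plus 5-aza-dC sensitizer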
EWS-Fli block: EWS/Fli-driven NR0B1 reporter inhibitors, primary screen, A673 cells, NR0B1 luciferase, luminescence, MLPCN library. viability-normalised. inhibition, % at 12.6 µM. 0.67% of 350,000 active;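 active means mean inhibition of at least 50% after viability correction, with every replicate also passing that limit; inconclusive means mean reaches 50% but only one of two replicates passes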;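 further: firefly luciferase signal divided by Alamar Blue viability fluorescence both relative to DMSO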
ERp5 inh: inhibitors of ERp5-driven insulin aggregation, primary screen, biochemical, turbidity, absorbance 650 nm, single point | Protein disulfide-isomerase A6 (Homo sapiens), Q15084 | 90 min | inhibition, % at 9.99 µM | 0.05% of 350,000 active;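 active means mean replicate inhibition above about 25%, with every replicate also reaching it, limit read from the data, passing the limit was not always enough; inconclusive means only one of those two criteria met; inactive means neither criterion met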
Target sequence (Q15084 whole entry, looked up): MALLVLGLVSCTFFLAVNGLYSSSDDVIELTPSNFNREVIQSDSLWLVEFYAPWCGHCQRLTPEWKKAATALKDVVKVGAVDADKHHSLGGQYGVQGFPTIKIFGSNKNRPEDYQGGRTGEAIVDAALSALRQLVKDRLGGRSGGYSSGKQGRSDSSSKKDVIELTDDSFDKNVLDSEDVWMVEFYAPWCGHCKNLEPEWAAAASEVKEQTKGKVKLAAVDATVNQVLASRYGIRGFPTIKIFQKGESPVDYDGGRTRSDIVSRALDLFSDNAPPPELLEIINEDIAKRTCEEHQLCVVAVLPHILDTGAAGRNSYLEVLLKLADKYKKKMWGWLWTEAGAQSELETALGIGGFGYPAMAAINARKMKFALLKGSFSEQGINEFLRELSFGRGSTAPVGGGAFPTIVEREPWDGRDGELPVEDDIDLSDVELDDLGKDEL
PAX8 inh HTS: inhibitors of PAX8-driven TPO luciferase reporter, primary screen, RMG-I cells, single concentration; SteadyGlo, 24 h; inhibition, % at 12.6 µM; 1.2% of 360,000 active; AID 652154, 2013;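 active means mean replicate inhibition at least 60% with every replicate also reaching 60%; inconclusive means only one of the two criteria is met; inactive means mean below 60% and not all replicates reaching 60%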;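 further: luciferase light reporting Pax8 driven TPO promoter activity; plate controls were median of neutral control wells for no effect and mitoxantrone controls for full effect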
DENV2 CPE: inhibitors of DENV2 cytopathic effect, primary screen, cell-based, plate reader, single concentration; CPE inhibition, % at 9.99 µM; 1.7% of 350,000 active; AID 651640, 2012; DENV2-infected cells, cytopathic effect rescue; in the data active means CPE inhibition above about 20%, passing the limit was not always enough; inconclusive means no clear call, values can overlap the other calls; tested in BHK-21 cells;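 further: 0% = median of neutral control wells and 100% = median of positive control wells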
* marks the source's active call; other numbers are inactive results; ? = inconclusive; . = no result given. Rows are unselected, and some 4.2% of all compounds hit somewhere here.

SMILES | F508del corr | ARNT-TACC3 inh | GSIS activator | Xi reactivation | EWS-Fli block | ERp5 inh | PAX8 inh HTS | DENV2 CPE
N#Cc1ccccc1OCC(=O)N(C1CCCCC1)C1CCS(=O)(=O)C1 (stereo not drawn) | 1.6 | 1 | 4 | 0.0 | -1 | 3 | 12 | ?
Cc1ccc(-n2ncc(-c3n[nH]c(=S)o3)c2N)cc1C | -2.0 | . | 18 | 0.1 | -13 | 6 | -37 | ?
Cc1cc(C(=O)Nc2cccc3c2O[C@H](CN(C)CC2CC2)[C@H](C)CN([C@H](C)CO)C3=O)n(C)n1 | 0.2 | -2 | 1 | 0.1 | 3 | 0 | . | -2
COc1cc([N+](=O)[O-])ccc1NC(=O)CSc1nccn1C | 2.6 | 1 | 4 | 0.1 | -28 | 3 | -20 | .
CCOC(=O)C1=C(C)c2ccccc2OC1C(=O)OCC (stereo not drawn) | -0.1 | 2 | -12 | -0.1 | -7 | 7 | 13 | 3
CC(C)(C)C1CCC(=O)N(CCC#N)CC1 (stereo not drawn) | -1.3 | 0 | -5 | 0.0 | 1 | -2 | -14 | 3
COCCCNC(=O)/C(C#N)=C/c1cccc(NC(=O)c2ccccc2Cl)c1 | . | -10 | 3 | 0.1 | . | . | -24 | .
Cc1csc(N(C(=O)CCNC(=O)c2ccc([N+](=O)[O-])cc2)c2ccccc2)n1 | -0.3 | . | -9 | 0.0 | -8 | 2 | 11 | 1
O=C(NCCc1ccc(Cl)cc1)C1CCN(S(=O)(=O)c2ccc(Br)s2)CC1 | 1.3 | -1 | 18 | 0.1 | 4 | -5 | 28 | -5
O=C1NC(=O)c2cc([N+](=O)[O-])cc3cccc1c23 | 1.0 | 9 | 8 | 0.0 | 9 | -2 | 2 | 1
CCCNC(=O)C1(C)CCN(C(=O)c2ccc(OC)cc2OC)C1 (stereo not drawn) | -1.6 | . | -4 | -0.1 | 3 | 3 | -14 | 14
COc1ccc(-c2cc(=O)c3ccc(O)cc3o2)cc1 | -2.8 | 10 | 15 | . | -69 | 0 | . | 8
Cc1cc(OCC(=O)OCC(=O)NCC2CCCO2)ccc1Cl (stereo not drawn) | 3.3 | -5 | 12 | -0.1 | 1 | -3 | 1 | 3
CCOc1ccc2nc(N/C(N)=N/S(C)(=O)=O)nc(C)c2c1 | 1.2 | -3 | -7 | 0.0 | -37 | -1 | -8 | -5
CCCCCN(C(=O)CCC(=O)OCC(=O)N1CCCCC1)c1c(N)n(CCCC)c(=O)[nH]c1=O | -2.6 | -11 | -7 | 0.1 | 1 | -3 | 5 | -6
O=C(NCCOc1ccccc1)C1CCC(=O)N(CCCN2CCOCC2)C1 (stereo not drawn) | -2.8 | -1 | 13 | 0.0 | -2 | 4 | 9 | -5
COc1cc2c(=O)[nH]c3cc([N+](=O)[O-])ccc3c2cc1[N+](=O)[O-] | -3.2 | . | . | 0.1 | 5 | 2 | 6 | -7
CNC[C@H]1OCCCC[C@H](C)Oc2ccc(NC(=O)c3ccccc3)cc2C(=O)N([C@H](C)CO)C[C@H]1C | -2.4 | . | 31 | -1.0 | 6 | . | -4 | .
Cc1cccc(N2CC(O)(c3cccs3)[N+]3=C2CCCC3)c1 (stereo not drawn) | 3.4 | -2 | 15 | 0.0 | 10 | 2 | 13 | -2
O=C(C[C@H]1C[C@@H]2c3cc(NS(=O)(=O)c4ccc(F)cc4)ccc3O[C@@H]2[C@H](CO)O1)NCc1ccccc1F | -1.0 | -2 | 0 | 0.2 | -1 | 1 | 15 | 4
C[C@H]1[C@@H]2C[C@@]3(O[C@H](c4ccccn4)N=C3C[C@@H]1c1ccccc1)N(Cc1ccncc1)C2=O | 0.6 | . | 22 | -0.1 | -16 | -1 | -18 | -3
C/C=C1\COC(C(=O)NCc2ccccc2)(C(F)(F)F)C=C1C=C1CCCCC1 (stereo not drawn) | -3.8 | . | 141* | 0.0 | 4 | 2 | 14 | 19
COc1ccccc1NC(=O)CSC1=NC(=O)C(Cc2ccccc2)C(=O)N1 (stereo not drawn) | -2.6 | -4 | -7 | -0.1 | 10 | -1 | 11 | 1
COc1cccc(CNC(=O)CN(c2cc(C)cc(C)c2)S(=O)(=O)c2c(C)noc2C)c1 | -0.7 | 24 | -6 | -0.1 | 0 | 2 | -3 | 6
C[C@H]1CN([C@@H](C)CO)S(=O)(=O)c2ccc(C#Cc3ccc(F)cc3)cc2O[C@H]1CN(C)S(C)(=O)=O | 4.1 | 7 | -26 | -0.7 | 8 | 11 | . | -5

(cont.)
SMILES | F508del corr | ARNT-TACC3 inh | GSIS activator | Xi reactivation | EWS-Fli block | ERp5 inh | PAX8 inh HTS | DENV2 CPE
O[C@@H](c1cc(C(F)(F)F)nc2c(C(F)(F)F)cccc12)[C@H]1CCCCN1 | -0.5 | 4 | . | 0.0 | 29 | 2 | -2 | -4
Cc1ccc(SCc2c(C(=O)N/N=C/c3cccnc3)nnn2-c2nonc2N)cc1 | -1.6 | -4 | -3 | 0.0 | -1 | -8 | -1 | 2
Cc1noc(C)c1S(=O)(=O)Nc1ccc2c(c1)CC(=O)N([C@@H](C)CO)C[C@H](C)[C@H](CN(C)C(=O)NC(C)C)O2 | 0.5 | 0 | 8 | -0.9 | -3 | -5 | 7 | 18
CC(C)(C)OC(=O)N1O[C@H]2CC1[C@@H]1[C@@H]2N=NN1CCc1ccncc1 | 2.0 | -3 | 5 | 0.0 | -1 | -1 | -9 | ?
COc1ccccc1NC(=O)Nc1ccc2c(c1)C(=O)N(C)C[C@@H](OC)[C@H](C)CN(Cc1ccccc1Cl)[C@H](C)CO2 | -1.2 | 38 | -2 | 0.2 | -1 | 0 | ? | 28*
COc1ccc2c3c([nH]c2c1)[C@@H](CO)N(C(=O)CN(C)C)CC31CN(CC2CCOCC2)C1 | 0.2 | . | 18 | 0.3 | -11 | . | . | -6
C[C@@H]1CN([C@@H](C)CO)C(=O)c2cccc(NC(=O)C3CCCCC3)c2O[C@H]1CN(C)Cc1ccc(-c2ccccc2)cc1 | -0.2 | . | 10 | 0.2 | 15 | . | . | .
CCCc1cc(C(=O)N2CCN(C(c3ccccc3)c3ccccc3)CC2)no1 | 7.8 | -1 | -24 | 0.0 | -5 | 3 | 7 | 2
C[C@H]1CN([C@@H](C)CO)C(=O)c2ccccc2-c2ccccc2CO[C@H]1CN(C)S(=O)(=O)c1ccccc1F | -0.8 | -7 | 0 | -1.3 | 0 | 8 | 9 | 1
CCOc1ccc(NC(=O)C(CC)n2nc(C)c3c(C)n(-c4ccccc4)nc3c2=O)cc1 (stereo not drawn) | -1.4 | 3 | -25 | 0.1 | -3 | -5 | 8 | 0
CCOC(=O)N1CCN(C(=O)Nc2ccc(NC(=O)N3CCN(C(=O)OCC)CC3)cc2)CC1 | 3.9 | 3 | 13 | 0.0 | 5 | 3 | 3 | -4
Cc1ccc(CN2CC(C(=O)Nc3nnc(SCc4c(Cl)cccc4Cl)s3)CC2=O)cc1 (stereo not drawn) | . | 1 | . | -0.2 | -2 | ? | 30 | .
C[C@@H]1CN([C@H](C)CO)C(=O)c2cc(C#CC3(O)CCCC3)cnc2O[C@@H]1CN(C)Cc1ccncc1 | -1.8 | -10 | 4 | -0.3 | -9 | 1 | -13 | -7
CC(=O)N1CCN(c2ccc(NC(=O)c3cccc(Cl)c3)cc2)CC1 | 2.2 | -4 | -6 | 0.1 | -99 | 1 | -57 | 1
CCCCOc1ccccc1NC(=O)c1scc2c1OCCO2 | 2.6 | -1 | 4 | 1.3 | 4 | 1 | 9 | 4
COc1cccc(NC(=O)N(C)C[C@@H]2OCc3cnnn3CCCC(=O)N([C@@H](C)CO)C[C@@H]2C)c1 | -3.4 | -6 | -9 | 1.5 | 4 | -3 | 10 | 79*
O=C(OCCOc1ccc(Br)cc1)c1ccc(Cl)c(S(=O)(=O)N2CCOCC2)c1 | 0.6 | -1 | -12 | -0.1 | 1 | 2 | 3 | -4
COc1ccc(Cl)cc1NC(=O)CN(C)CC(=O)Nc1ccc2c(c1)OCO2 | 2.0 | 8 | -16 | 0.1 | 5 | 7 | 7 | -10
O=C(C[C@@H]1CC[C@H](NS(=O)(=O)c2cccc(F)c2)[C@@H](CO)O1)N1CCCCC1 | 1.0 | -4 | -2 | 0.1 | -4 | -4 | -5 | 9
N#Cc1ccc(-c2ccc([C@@H]3[C@H](CO)N4CCCCN(C(=O)Nc5ccc(F)cc5)C[C@@H]34)cc2)cc1 | -2.2 | . | -31 | 0.0 | 18 | 2 | -2 | -3
CCc1nc2c(OCC3COc4ccccc4O3)cccn2c1N(C)C(=O)c1ccc(OC)cc1 (stereo not drawn) | 1.6 | . | -31 | 0.1 | 3 | 0 | 13 | -7
CC(=O)Nc1cccc(C(=O)NC(C)c2ccc(-n3ccnc3)cc2)c1 (stereo not drawn) | -3.5 | 1 | -1 | 0.0 | 3 | 3 | 3 | -2
O=C(COC(=O)c1ccccc1O)NC12CC3CC(CC(C3)C1)C2 | 1.0 | -1 | -38 | 0.2 | -7 | 10 | -94 | -5
O=C(C(O)c1ccccc1)N1CCN(S(=O)(=O)c2ccc(C(F)(F)F)cc2)CC1 (stereo not drawn) | 0.8 | . | -8 | 0.1 | 1 | -7 | 13 | 0
CO[C@@H]1CN(C)C(=O)c2ccc(NC(=O)c3ccccc3F)cc2OC[C@H](C)N(CC2CCOCC2)C[C@H]1C | 3.2 | 1 | -6 | 0.5 | 3 | 2 | 1 | 2

The list goes on.
SMILES | F508del corr | ARNT-TACC3 inh | GSIS activator | Xi reactivation | EWS-Fli block | ERp5 inh | PAX8 inh HTS | DENV2 CPE
CCN1CCN(c2ccc(S(=O)(=O)N3CCCCC3)cc2NC(=O)COc2ccc(Cl)cc2)CC1 | -0.7 | 1 | -25 | -0.1 | 17 | -3 | 8 | -3
CO[C@H]1CN(C)C(=O)c2ccc(NC(=O)C3CC3)cc2OC[C@@H](C)N(C(=O)c2cccnc2)C[C@@H]1C | 2.2 | -5 | 3 | 0.0 | -9 | 5 | -3 | -7
Cc1ccc(NC(=O)CSc2ccc(S(=O)(=O)N3CCCC3)cn2)cc1F | -0.3 | -4 | 9 | 0.0 | 5 | -3 | 0 | 0
CC(C)(C)c1ccc(NC(=O)CSc2nnc(-c3n[nH]c4ccccc34)o2)cc1 | . | -20 | -21 | 0.3 | -49 | -5 | -48 | .
CC1(c2ccccc2Cl)NC(=O)N(CC(=O)Nc2ccc(N3CCCCC3)cc2)C1=O (stereo not drawn) | -4.5 | 9 | -10 | 0.0 | -8 | -1 | -6 | 5
CCOC(=O)C1=C(Nc2ccc(OC)cc2)OCC1=O | -1.6 | -1 | 16 | -0.1 | -10 | 6 | 9 | 2

Screening results as filed in PubChem.
